Rad51 HR inh: Rad51 (human) homologous recombination inhibition; hRad51 DNA strand exchange, fluorescence dequenching; inhibition, % at 10 µM; actives 0.085% (n = 200,000); AID 1385;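 active = inhibition above 40% at the single screening dose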;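 note: 0% = DMSO control wells and 100% = blanks with heterologous ssDNA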
Target sequence (Q06609 whole entry, looked up): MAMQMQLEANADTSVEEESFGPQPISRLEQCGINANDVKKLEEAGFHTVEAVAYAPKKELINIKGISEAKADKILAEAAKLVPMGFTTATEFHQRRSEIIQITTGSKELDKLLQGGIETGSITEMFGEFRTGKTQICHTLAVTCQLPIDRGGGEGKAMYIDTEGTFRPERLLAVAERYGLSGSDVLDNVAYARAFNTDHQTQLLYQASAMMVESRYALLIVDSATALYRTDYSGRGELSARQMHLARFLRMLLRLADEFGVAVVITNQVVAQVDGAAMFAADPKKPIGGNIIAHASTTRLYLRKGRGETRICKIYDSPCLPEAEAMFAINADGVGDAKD
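System: hRad51 filaments on single-stranded DNA; reagent: Fluorescein- and BHQ1-tagged 47-mer duplex; compound dosing: one concentration, 10 µM final; timing: filaments 15 min 37 °C, then compound 30 min; measured by: fluorescein emission 520 nm, excitation 485 nm; benchmarks: per-plate controls and blanks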
EBV gp42 inh: blocks Epstein-Barr virus glycoprotein 42 binding. Q1HVG2. Fluorescence polarization binding assay, mP read-out. inhibition, % (tested at 21.74 µM). actives 0.42% (n = 220,000); in the data active = inhibition above about 50%
Target sequence (Q1HVG2 whole entry, looked up): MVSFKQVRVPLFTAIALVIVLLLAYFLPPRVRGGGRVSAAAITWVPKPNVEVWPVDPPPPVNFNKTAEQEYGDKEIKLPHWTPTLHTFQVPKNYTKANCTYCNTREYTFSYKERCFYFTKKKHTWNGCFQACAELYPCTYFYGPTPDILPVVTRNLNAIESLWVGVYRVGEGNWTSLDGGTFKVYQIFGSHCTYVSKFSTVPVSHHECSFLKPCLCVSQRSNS
Furin inh: inhibitors of human furin; P09958; purified furin, fluorogenic substrate cleavage; inhibition, % at 30 µM; actives 0.061% (n = 220,000); AID 463115; in the data active = inhibition above about 25%; note: inactives centre near -15
NCF1 inh: inhibitors of human p47phox binding; AID 1274; P14598; p47phox/p22phox peptide binding, fluorescence polarization, 2 h; actives 0.53% (n = 220,000); inhibition, % at 24.7 µM;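 note: 0% = p47phox with labelled peptide and 100% = labelled peptide alone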
14-3-3 Bad PPI: disrupts binding of bovine 14-3-3 zeta to phospho-Bad peptide | P63103 | TR-FRET 14-3-3zeta/Dy647-pBad peptide displacement, 1 h | inhibition, % at 21.7 µM | actives 0.71% (n = 220,000) | AID 781;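 active = inhibition above about 70%, limit read from the data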;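 note: 0% = full 14-3-3 plus peptide FRET controls and 100% = background without 14-3-3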
Target sequence (P63103 whole entry, looked up): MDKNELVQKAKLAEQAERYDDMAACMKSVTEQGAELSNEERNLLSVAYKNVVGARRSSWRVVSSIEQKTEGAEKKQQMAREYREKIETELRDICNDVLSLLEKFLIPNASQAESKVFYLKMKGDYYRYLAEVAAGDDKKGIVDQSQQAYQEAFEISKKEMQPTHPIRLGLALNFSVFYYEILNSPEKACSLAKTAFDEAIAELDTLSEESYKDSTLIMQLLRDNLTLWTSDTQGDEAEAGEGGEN
eIF4E-4G inh: blocks eIF4E binding to eIF4G; AID 782; inhibition, % at 21.7 µM; actives 0.37% (n = 220,000); TR-FRET eIF4E-eIF4GI(517-606) binding, 2 h;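 note: 0% = full FRET control wells and 100% = background wells lacking eIF4GI fragment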
hK5 inh: inhibitors of human kallikrein 5 | AID 873 | inhibition, % at 5 µM | actives 0.59% (n = 210,000) | recombinant hK5, fluorogenic AMC substrate cleavage | Q9Y337;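 active = inhibition of 40% or more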;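 note: 0% = enzyme controls without compound and 100% = no-enzyme blanks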
Target sequence (Q9Y337 67-293 limits assumed): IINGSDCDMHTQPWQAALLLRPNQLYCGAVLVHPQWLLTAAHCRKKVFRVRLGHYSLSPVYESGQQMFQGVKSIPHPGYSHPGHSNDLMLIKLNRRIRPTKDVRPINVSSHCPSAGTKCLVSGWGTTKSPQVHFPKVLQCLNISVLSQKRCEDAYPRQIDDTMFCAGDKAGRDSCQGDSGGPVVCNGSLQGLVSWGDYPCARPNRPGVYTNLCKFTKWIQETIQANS
Cl transport mod: modulators of human KCC2 chloride dependent transport; actives 2.2% (n = 190,000); B-score of Tl+ flux slope (higher = more flux/activation; lower = inhibition) at 10 µM; Q9H2X9; KCC2 cells, thallium flux FluoZin-2 fluorescence; AID 1456;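 active = thallium flux slope and its plate-corrected score both differing from the plate sample mean at a set confidence after two filtering rounds, in either direction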;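 note: slope of fluorescence scaled to starting intensity during 10 to 20 s after thallium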
thrombin 1536: thrombin (human) inhibition. alpha-thrombin, Boc-VPR-AMC fluorogenic substrate cleavage. actives 0.26% (n = 220,000). AID 1046. inhibition, % at 5 µM. P00734;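 active = inhibition at or above 40%; inactive = inhibition below 40%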;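 note: 0% = enzyme with no compound and 100% = wells without enzyme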
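Test system: human alpha-thrombin; medium: pH 7.5 Tris-saline with Tween 20; times: reaction at room temperature; signal: AMC fluorescence at 355 nm excitation and 460 nm emission; also added: Boc-VPR-AMC substrate, 15 µM final; dosing: one concentration per compound, 5 µM, with 0.2% DMSO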
Starred values were filed as active, the others as inactive; . = no result given; [ ] = remark or other dose.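 Rule for the calls, unless noted: active = inhibition above about 30% (limit read from the data); inactive = the rest.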

(1) COc1ccccc1NC(=O)CCc1c(C)nc2c(-c3ccc(F)cc3)c(C)nn2c1C
(2) N#Cc1cc([N+](=O)[O-])ccc1NC(=O)COC(=O)CCC1CCCCC1
(3) CCOC(=O)c1c(/N=C/N(C)C)sc2c1CCC2
(4) c1ccc(C2=NC(c3ccccc3)N=C(c3ccccc3)N2)cc1
(5) O=C(CO/N=C/c1ccccc1O)N1CCc2ccccc21
(6) C/C(=N\NC(=S)NCCc1ccccc1)c1cccc(Br)c1
(7) Cc1ccc(OCC(=O)Nc2ccc(F)cc2)cc1
(8) N#CC1(C#N)CC(C=O)=C(N)C1(C#N)CC(=O)c1ccc(F)cc1 (stereo not drawn)
(9) COc1ccc(/C(N)=N/OC(=O)Oc2ccccc2)cc1
(10) CCOC(=O)c1nccnc1C(=O)Nc1ccc(C(F)(F)F)cc1
assay / entry	1	2	3	4	5	6	7	8	9	10
Rad51 HR inh	.	.	.	2	-15	25	0	-32	2	-7
EBV gp42 inh	-15	4	-15	-24	-5	-11	-7	-17	-6	1
Furin inh	-16	-14	-16	-10[20 µM]	-2	-26	-6[20 µM]	-26[20 µM]	-15[20 µM]	-16
NCF1 inh	0	4	-8	-2	9	-20	-7	-47	2	-2
14-3-3 Bad PPI	4	11	9	-11	-15[fluorescence artefact?]	-9	-1	7	6	1
eIF4E-4G inh	-2	7	0	1[fluorescence artefact?]	1	-2	17	6	-2	-1
hK5 inh	5	-8	-20	-7	45*	0	-14	0	2	-29
Cl transport mod	0.97	1.7	0.0038	0	-1.3	-0.17	0.15	0.92	1.4	-0.096
thrombin 1536	3	5	-3	0	25	1	-9	-18	-6	-4

(11) CCOc1ccccc1Nc1nc(N)nc(CSc2nncn2C)n1
(12) O=C(Nc1cc(Cl)ccc1Cl)C1CC(=O)N(c2ccccc2)C1 (stereo not drawn)
(13) S=C(NCc1ccccc1)N1CCN(C2CCCCC2)CC1
(14) COCCCNC(=O)/C(=C\c1cccn1C)NC(=O)c1cccs1
(15) O=C(c1ccc(Cl)c(F)c1F)N1CCOCC1
(16) Nc1c(C(=O)O)nnn1Cc1ccccc1
(17) Cc1ccc(N/C=C2\CCCCC2=O)nc1
(18) C[C@@H](CN1C2=NC[C@H](Cc3ccccc3)N2C[C@H]1Cc1ccc(O)cc1)NC(=O)CCC1CCCCC1
(19) CN1CCN(C(=O)C2CCN(S(=O)(=O)c3ccc4c(c3)oc(=O)n4C)CC2)CC1
(20) CC1CCCCC1NC(=O)C1CCN(S(=O)(=O)N2CCCCCC2)CC1 (stereo not drawn)
assay / entry	11	12	13	14	15	16	17	18	19	20
Rad51 HR inh	8	21	.	-5	4	4	11	-5	-6	-6
EBV gp42 inh	-23	-11	2	-8	-19	6	4	-8	7	-5
Furin inh	-14[20 µM]	-5	-31	24	-12[20 µM]	-16[20 µM]	-17	-33	-28	-14
NCF1 inh	-16	2	-3	-10	-9	-8	-4	-9	-3	3
14-3-3 Bad PPI	-11	-2	-3	19[fluorescence artefact?]	7[fluorescence artefact?]	6	-29	2	7	-8
eIF4E-4G inh	-4[fluorescence artefact?]	6	-8	1	1[fluorescence artefact?]	0	-3	5	-4	2
hK5 inh	-14	4	-1	16	4	3	0	2	-8	-2
Cl transport mod	0.027	-0.76	0.32	0.56	.	.	0.37	-1.7	-0.021	-0.086
thrombin 1536	-7	4	2	50*	-4	-2	-1	0	1	3

(21) O=C(Oc1ccc(N2C(=O)CCC2=O)cc1)c1ccccc1Cl
(22) Cc1cccc(OCc2nnc(SCC(=O)NCCc3ccccc3)o2)c1
(23) c1ccc(CCCNc2ncnc3nc[nH]c23)cc1
(24) CN1C(=O)/C(=C/c2ccc(O)c([N+](=O)[O-])c2)NC1=S
(25) CC1CC(C)CN(S(=O)(=O)c2ccc(C(=O)Nc3nnc(-c4cccs4)o3)cc2)C1 (stereo not drawn)
(26) COc1cc(/C=N/NC(=O)Nc2cccc3nsnc23)cc(OC)c1OC
(27) Cc1onc(-c2ccncc2)c1C(=O)O
(28) CN1C2CCC1CC(NC(=O)CSc1ccc(Cl)cc1)C2 (stereo not drawn)
(29) COc1ccccc1-c1cn[nH]c1-c1ccc(OCc2ccc(F)cc2)cc1O
(30) CC(Oc1ccc(Br)cc1)C(=O)N1CCC(C(N)=O)CC1 (stereo not drawn)
assay / entry	21	22	23	24	25	26	27	28	29	30
Rad51 HR inh	.	4	-6	6	.	.	8	-6	.	-10
EBV gp42 inh	-2	-20	-18	-10	-20	-11	-9	-5	3	3
Furin inh	-28	-19	-23	-29	-15	-15[20 µM]	-29	-1	-4	-13
NCF1 inh	-9	-14	-1	-6	-19	-14	6	-10	-22	6
14-3-3 Bad PPI	15	-4	16	-6	3	-12	3	-2	3	0
eIF4E-4G inh	-3	-4[fluorescence artefact?]	-4	1	-5	-4	0	2	-4	2
hK5 inh	0	-13	-6	6	-167	-12	-17	35	-2	-5
Cl transport mod	0.41	-0.42	-0.24	0.048	12*	0.69	0.044	0.62	-0.4	1.1
thrombin 1536	0	1	-4	2	-1	-8	-12	-8	-2	-4

Random excerpt: 2 records from the list.
(28) CN1C2CCC1CC(NC(=O)CSc1ccc(Cl)cc1)C2 (stereo not drawn)
(27) Cc1onc(-c2ccncc2)c1C(=O)O
assay / entry	28	27
Rad51 HR inh	-6	8
EBV gp42 inh	-5	-9
Furin inh	-1	-29
NCF1 inh	-10	6
14-3-3 Bad PPI	-2	3
eIF4E-4G inh	2	0
hK5 inh	35	-17
Cl transport mod	0.62	0.044
thrombin 1536	-8	-12

Remaining list, next part.
(31) CCn1c(CC(=O)Nc2ccc(C)c(Cl)c2)nnc1SCC(=O)Nc1nc(C)cs1
(32) N#CNC(=Nc1ccc(Cl)cc1)Oc1ccccc1
(33) CCOC(=O)C(NC(C)=O)C(O)c1ccc([N+](=O)[O-])cc1 (stereo not drawn)
(34) c1ccc(OCCCCn2cnc3ccccc32)cc1
(35) O=C(/C=C/c1ccccc1Cl)NC1CCS(=O)(=O)C1 (stereo not drawn)
(36) O=C(CC(c1ccccc1)c1cc(Cl)ccc1O)N1CCOCC1 (stereo not drawn)
(37) O=C(Nc1ncc2c(n1)-c1ccccc1CC2)c1cccs1
(38) CCCN1C(=O)C(O)(CC(=O)c2cccc(OC)c2)c2ccccc21 (stereo not drawn)
(39) COc1ccc(N2CCN(C(=O)CCn3nnc4ccccc43)CC2)cc1
(40) COc1ccccc1C(=O)Nc1ccon1
assay / entry	31	32	33	34	35	36	37	38	39	40
Rad51 HR inh	-11	.	7	-9	3	-6	-3	-11	-6	-4
EBV gp42 inh	-1	-12	-7	-4	-13	-16	-7	-4	2	11
Furin inh	-22[20 µM]	-9	-19	-19[20 µM]	-28	-3[20 µM]	-21	-4[20 µM]	-8	-9[20 µM]
NCF1 inh	3	-2	-3	-12	-6	-9	-7	-20	-10	-8
14-3-3 Bad PPI	4	7	-6	7	-4	-10[fluorescence artefact?]	-5	-7	2	0
eIF4E-4G inh	0	7	-5	4	3	6	0	-7	0	-3
hK5 inh	0	5	-11	-4	0	-15	2	4	-1	-1
Cl transport mod	0.81	0.44	0.94	-0.6	-0.079	0.39	-1.5	0.66	.	.
thrombin 1536	-4	-6	-10	1	-7	-6	-2	0	-11	-5

Sorted by count of non-hydrogen atoms (highest first): part of the list above.
(31) CCn1c(CC(=O)Nc2ccc(C)c(Cl)c2)nnc1SCC(=O)Nc1nc(C)cs1
(39) COc1ccc(N2CCN(C(=O)CCn3nnc4ccccc43)CC2)cc1
(34) c1ccc(OCCCCn2cnc3ccccc32)cc1
(35) O=C(/C=C/c1ccccc1Cl)NC1CCS(=O)(=O)C1 (stereo not drawn)
(40) COc1ccccc1C(=O)Nc1ccon1
assay / entry	31	39	34	35	40
Rad51 HR inh	-11	-6	-9	3	-4
EBV gp42 inh	-1	2	-4	-13	11
Furin inh	-22[20 µM]	-8	-19[20 µM]	-28	-9[20 µM]
NCF1 inh	3	-10	-12	-6	-8
14-3-3 Bad PPI	4	2	7	-4	0
eIF4E-4G inh	0	0	4	3	-3
hK5 inh	0	-1	-4	0	-1
Cl transport mod	0.81	.	-0.6	-0.079	.
thrombin 1536	-4	-11	1	-7	-5

Additional structures follow.
(41) O=C(O)c1cccc(-n2c(-c3cnccn3)n[nH]c2=S)c1
(42) O=C(COC(=O)c1ccccc1Nc1cccc(C(F)(F)F)c1)NCc1ccco1
(43) CC(=O)NC(CCS(C)(=O)=O)C(=O)Nc1ccccc1C (stereo not drawn)
(44) O=C1OCC/C1=C\c1ccc2c(c1)OCO2
(45) Cc1nc2c(C(=O)NCc3ccc4c(c3)OCO4)cnn2c(C)c1Cc1ccc(F)cc1Cl
(46) COc1ccc(N(CCC#N)C(=O)/C(C#N)=C/c2cccs2)cc1
(47) CC1(C)CC2CC(C)(CN2C(=O)CN2C(=O)c3ccccc3C2=O)C1 (stereo not drawn)
(48) Cc1cc(NCc2ccccn2)n2ncc(-c3ccc(Cl)cc3)c2n1
(49) CCOC(=O)CC(NC(=O)Cn1nnc(-c2ccccc2C)n1)c1ccc(OC)cc1 (stereo not drawn)
(50) Cc1onc(NC(=O)c2ccc(Cl)cc2Cl)c1Br
assay / entry	41	42	43	44	45	46	47	48	49	50
Rad51 HR inh	8	-3	-5	-5	.	.	-4	4	-3	5
EBV gp42 inh	-5	-18	-5	-7	-13	-9	-11	-12	-9	1
Furin inh	-34	-12[20 µM]	-15[20 µM]	-5	-21	-7	-6[20 µM]	-7	-20	-21
NCF1 inh	-3	-13	-16	-6	-2	0	-10	-11	-5	-13
14-3-3 Bad PPI	-6	-4	-3	13	-1	1	5[fluorescence artefact?]	-6	-5	-15
eIF4E-4G inh	0	2	-16	0	1	1	-2	1	1	0
hK5 inh	0	-37	-10	4	7	-4	-12	-12	-5	1
Cl transport mod	-1.1	.	0.034	-0.1	0.21	0.022	0.74	0.71	-0.96	0.019
thrombin 1536	-4	2	-13	-1	-4	0	-2	-7	-7	-1

(51) CCCN1CCC(=NNc2ccc(S(=O)(=O)N3CCOCC3)cc2[N+](=O)[O-])CC1
(52) Cc1ccc(N2C(=O)N(CC(=O)NC(c3ccccc3)c3ccccc3)C(=O)C2C)cc1 (stereo not drawn)
(53) CC(C)(Oc1ccc(Cl)cc1)C(=O)Nc1ccc2oc(-c3ccncc3)nc2c1
(54) O=C(Cc1cccc2ccccc12)NNC(=O)Nc1ccc(Cl)cc1
(55) CCOC(=O)c1[nH]c(C)c(C(=O)N2CCN(C(=O)OCC)CC2)c1CC
(56) Cc1ccccc1NC(=O)C(=O)NCc1ccccn1
(57) CCC1SC2=NC(C)=C(C(=O)OCCOC)C(c3ccc(C(=O)OC)cc3)N2C1=O (stereo not drawn)
(58) Cc1ccc(C(=O)CSc2nnnn2-c2ccccc2)o1
assay / entry	51	52	53	54	55	56	57	58
Rad51 HR inh	-3	-3	2	18	-1	2	3	7
EBV gp42 inh	-14	0	3	-12	-11	-6	-4	-9
Furin inh	1	-13[20 µM]	-21[20 µM]	-11	-11	-28[20 µM]	-19	-21
NCF1 inh	-1	-34	-8	-8	-1	-5	-12	4
14-3-3 Bad PPI	-10	-17	-8	-5	-5	-2	-3[fluorescence artefact?]	-1
eIF4E-4G inh	2	-9	-5	4	-3	6	-1[fluorescence artefact?]	7
hK5 inh	-28	10	-37	-4	-17	14	-7	-5
Cl transport mod	0.9	-2.7	-0.074	0.88	0.16	.	-3	0.58
thrombin 1536	0	3	-8	-8	-5	-3	4	-7

An unsorted share of the library; overall some 4.7% were active at least once.
